AmpC det inh: Promiscuous and Specific Inhibitors of AmpC Beta-Lactamase (assay with detergent) | P00811 | purified AmpC, nitrocefin hydrolysis with detergent | 71,000 tested, 0.09% active | Potency, µM (top dose mostly 28.7 µM), for the others: top-dose activity change, negative = inhibition; active = well fitted curve in the direction sought with a large enough effect
Target sequence (P00811 whole entry, looked up): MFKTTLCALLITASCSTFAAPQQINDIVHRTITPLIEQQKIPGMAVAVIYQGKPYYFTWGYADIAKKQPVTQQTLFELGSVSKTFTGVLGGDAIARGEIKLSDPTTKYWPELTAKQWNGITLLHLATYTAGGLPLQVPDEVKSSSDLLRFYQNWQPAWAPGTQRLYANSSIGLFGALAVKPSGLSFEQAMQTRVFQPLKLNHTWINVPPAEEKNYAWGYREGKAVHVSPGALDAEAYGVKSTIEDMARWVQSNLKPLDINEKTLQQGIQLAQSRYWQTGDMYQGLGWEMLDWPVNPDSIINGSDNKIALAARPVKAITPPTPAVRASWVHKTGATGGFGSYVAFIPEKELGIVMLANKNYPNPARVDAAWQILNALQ
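E. coli AmpC (5.3 nM) in 20 mM phosphate pH 7.0 with 0.01% Triton X-100, preincubated 15 min RT with compound; nitrocefin (2 uL of 800 uM stock) hydrolysis followed by 480 nm absorbance every 20 s over 4 min.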
Active calls of the source: *; [ ] = remark or other dose. % is set by controls: 0 for no effect and ±100 for the full control effect; potency is the fitted concentration of half-maximal effect. Not all compounds are listed (hit frequency here may not be typical).

SMILES	AmpC det inh
O=C(Cn1nc(C(F)(F)F)c2c1CCC2)N1CCN(c2ccccc2)CC1	-3.6%
OCCN(CC(O)Cn1ccc2ccccc21)CC(O)Cn1ccc2ccccc21 (centres undefined)	-0.4%
COc1ccccc1-c1nc(-c2cccc(C)c2)no1	-3.7%
N#Cc1c(C(F)(F)F)cc(-c2ccco2)nc1SCc1ccncc1	11.2%
Cc1ccc(/C(O)=C2\C(=O)C(=O)N(CC(C)O)C2c2cccc(F)c2)cc1 (centres undefined)	-2.6%
COc1cc(-c2nc3cnccn3c2Nc2ccc3c(c2)OCCO3)ccc1O	12.3%
COc1ccccc1N1CCN(C(=O)CCCC2=NS(=O)(=O)c3ccccc3N2)CC1	11.9%
Cc1ccc(O)c(Sc2cc(C)ccc2O)c1	-7.6%
CCOC(=O)c1cc(S(=O)(=O)NC2CCN(C(=O)OCC)CC2)cn1C	-0.4%
CCN(CCN(C)C)C(=O)Cn1ncc2c1-c1cc(C)ccc1OC2	16.0%
Cn1c(=O)c(C(=O)Nc2ncccn2)c(O)c2ccccc21	0.5%
COCCN(Cc1cc2cccc(C)c2n2nnnc12)C(=O)C(F)(F)F	7.2%
CC1(C)Cc2cccc(OCC(=O)Nc3ccccc3N3CCOCC3)c2O1	1.4%
C/C(Cl)=C\Cn1c(Nc2ccccc2)nc2c1c(=O)n(C)c(=O)n2C	-5.0%
Cc1ccc(N2C(=O)c3n[nH]c(C)c3C2c2cccnc2)cc1 (centres undefined)	-2.5%
Cc1ccc(N2CC(C(=O)Nc3nnc(C)s3)CC2=O)cc1 (centres undefined)	-4.4%
CCOC(=O)C1CCN(C(=O)NC23CC4CC(CC(C4)C2)C3)CC1	-3.1%
CC(C)CCn1c(CN2CCN(C(=O)c3ccco3)CC2)nc2c1c(=O)n(C)c(=O)n2C	9.5%
Cc1cc(-c2nnc3sc(-c4ccc(Cl)cc4Cl)nn23)n[nH]1	-4.4%
COCc1nnc(SCC(=O)NC(C)c2ccccc2)n1-c1ccccc1 (centres undefined)	-2.6%
CCCCSCc1[nH]c(=O)[nH]c1C(=O)CCCCC(=O)OCC	-3.0%
CN1CCN(C(=O)c2ccccc2-c2ccccc2C(=O)O)CC1	-1.9%
CSc1nc(N2CCOCC2)c2c3c(sc2n1)CCC3	-3.0%
O=S(=O)(O)c1cc(O)c2c(O)c(N=Nc3cccc4ccccc34)c(S(=O)(=O)O)cc2c1	-4.5%[5.75 µM]
CCC(C)NC(=O)CSc1nc2ccccc2c(=O)n1CCCC(=O)NCC1CCCO1 (centres undefined)	-3.4%

The list goes on; it opens with the six that closed the last part.
SMILES	AmpC det inh
COCc1nnc(SCC(=O)NC(C)c2ccccc2)n1-c1ccccc1 (centres undefined)	-2.6%
CCCCSCc1[nH]c(=O)[nH]c1C(=O)CCCCC(=O)OCC	-3.0%
CN1CCN(C(=O)c2ccccc2-c2ccccc2C(=O)O)CC1	-1.9%
CSc1nc(N2CCOCC2)c2c3c(sc2n1)CCC3	-3.0%
O=S(=O)(O)c1cc(O)c2c(O)c(N=Nc3cccc4ccccc34)c(S(=O)(=O)O)cc2c1	-4.5%[5.75 µM]
CCC(C)NC(=O)CSc1nc2ccccc2c(=O)n1CCCC(=O)NCC1CCCO1 (centres undefined)	-3.4%
C=CCNC(=O)c1ccc(Cl)cc1Cl	-1.8%
CC(C)CC12CN3CCN(CC(C3)/C1=N/O)C2	-4.8%
Cc1cc(=O)[nH]c(SCC(=O)Nc2ccc(S(=O)(=O)N3CCCCC3)cc2)n1	-6.6%
O=C(CN1CCN(c2ncc(C(F)(F)F)cc2Cl)CC1)Nc1ccc2c(c1)OCO2	-5.3%
CCOC(=O)COc1ccc(S(=O)(=O)Nc2ccc3c(c2)OCO3)cc1	-2.2%
Nc1c(C(=O)NC2CCCCC2)nsc1C(=O)OCC(=O)NC1CCCCC1	-2.3%
CCc1ccc(N/C(SC)=C(/C#N)C(N)=O)cc1	11.0%
COc1ccc(-c2noc(COc3ccc4c(c3)OCO4)n2)cc1OC	-6.2%
CCC(C)(C(=O)NC1CCCCC1)N(Cc1ccco1)C(=O)c1ccc2c(c1)OCO2 (centres undefined)	0.3%
Cc1ccc2nc3c(cc(C(=O)NCc4cccnc4)c(=N)n3C(C)C)c(=O)n2c1	-2.3%
c1ccc(NNc2ccccc2)cc1	10.9%
CC1CCN(S(=O)(=O)c2ccc3[nH]c(=O)cc(C(=O)O)c3c2)CC1	-3.9%
CC(C)CN1CCCC2(CCN(C(=O)c3cccc(F)c3)CC2)C1	-2.5%
O=C(CCCN1C(=O)CCC1=O)Nc1ccc(Cl)c(C(F)(F)F)c1	-3.7%
CC(C)n1cnc2cc(NCc3nc4ccccc4n3C)ccc21	1.6%
Cc1coc2c(C)c3oc(=O)c4c(c3cc12)CCC4	-4.7%
CC(=O)c1c(N2CCN(Cc3ccccc3)CC2)[nH]c(-c2ccccc2)nc1=S	0.1%
Cc1ccc(S(=O)(=O)NC(C)C(=O)Nc2ccccc2C(=O)N2CCCC2)cc1 (centres undefined)	-5.4%
COc1ccc(Cn2c(C3CC3)nc3ccc(NC(C)=O)cc3c2=O)cc1	11.5%
CC(=O)Nc1nc(C(=O)Nc2c(C)n[nH]c2C)cs1	-1.6%
O=C(CSc1ccc2nnc(-c3ccc(F)cc3)n2n1)N1CCCCC1	-3.1%
Cc1cc(C(=O)CSc2nnc(NCc3ccccc3)s2)c(C)n1C	-0.2%
Cc1cc2n(n1)C(c1ccco1)Nc1ccccc1-2 (centres undefined)	-4.0%
Cc1nn(CC(=O)N2CCN(Cc3ccccc3)CC2)c(=O)c2ccccc12	-3.1%
COc1ccc(Oc2ncc3nc(CCc4ccccc4)c(=O)n(C4CC4)c3n2)cc1	-1.0%

Of the compounds above, these contain a cyano group.
SMILES	AmpC det inh
N#Cc1c(C(F)(F)F)cc(-c2ccco2)nc1SCc1ccncc1	11.2%
CCc1ccc(N/C(SC)=C(/C#N)C(N)=O)cc1	11.0%

Later entries:
SMILES	AmpC det inh
Cc1csc(NC(=O)CSc2nnc(C)n2Cc2ccco2)n1	-2.1%
COc1ccc(C2C(C(=O)N3CCCCC3)CCC(=O)N2c2cc(OC)c(OC)c(OC)c2)cc1 (centres undefined)	-0.5%
CN(C)c1ccc(-c2noc(C3CCN(S(=O)(=O)c4cccc(Cl)c4)CC3)n2)cc1	-1.7%
C[C@@H]1O[C@@H](O[C@H]2C[C@@H](O)[C@]3(CO)[C@@H]4[C@@H](O)C[C@]5(C)[C@H]([C@@H]6COC(=O)C6)CC[C@@]5(O)[C@H]4CC[C@@]3(O)C2)[C@H](O)[C@H](O)[C@@H]1O	2.3%
O=C(c1cccc(F)c1)N1CCC2(CCN(Cc3ccccc3)CC2)CC1	-0.7%
CC(C)=CCCC(C)NC(=O)NC1CCCCC1 (centres undefined)	-1.3%
CCOC(=O)c1ccc(Nc2nnc(C(C)(C)C)c(=O)[nH]2)cc1	-3.9%
O=c1[nH]c(CS(=O)(=O)c2ccccc2)nc2ccccc12	-0.5%
O=C1c2ccccc2C(=O)N1CCC(=O)N1CCCc2ccccc21	-1.1%
Cc1noc(C)c1COC(=O)COc1cccc2c1OC(C)(C)C2	-0.3%
Cc1ccc(NC(=O)CSCc2c(C)noc2C)cc1C	-1.3%
O=C(Nc1cc(C(F)(F)F)ccc1N1CCOCC1)C1Cc2ccccc2CN1C(=O)c1ccco1 (centres undefined)	-1.6%
CCOC(=O)CC(=O)CSc1nc2nc(C)cc(C)n2n1	-3.1%
CCOC(=O)c1cccc(NS(=O)(=O)c2c(C)[nH]c(=O)[nH]c2=O)c1	-1.4%
Cc1cc(C)c2c(=O)n(CC(=O)N3CCC(Cc4ccccc4)CC3)sc2n1	10.0%
COc1cccc(CN2CCN(c3cccc(C(F)(F)F)c3)CC2)c1OC	16.8%
CC1=C2[C@@H]3OC(=O)[C@H](C)[C@H]3CC[C@@]2(C)C=CC1=O	-0.5%
O=C(CSCc1ccco1)c1ccc(Cl)s1	12.4%
O=C(COC(=O)C1CC1)c1c[nH]c2ccccc12	-4.2%
Cc1cc(C)n2c(SCc3c(C)noc3C)nnc2n1	-7.4%
COC(=O)N(c1ccccc1)P1(=S)OCCO1	-7.6%
O=C(NCc1cccs1)N[C@@H](Cc1ccccc1)C(=O)O	0.6%
O=C(CCN1CCCCC1)NCNC(=O)CCN1CCCCC1	-2.5%
CC(=O)Nc1ccccc1OCc1nnc(-c2cccs2)o1	-5.0%
O=C(c1cc(-c2cccs2)on1)N1CCCc2ccccc21	8.0%
(more compounds)
SMILES	AmpC det inh
CC(=O)Nc1cccc(N2CCCC2=O)c1	-2.5%
CC(C)(C)c1cc(NC(=O)c2cccnc2)no1	-2.6%
CCOC(=O)c1ccc(NC(=O)Nc2cc(C)on2)cc1	-6.3%
CCOc1ccc(NC(=O)COC(=O)Cn2cnnn2)cc1OCC	-1.4%
CCOC(=O)c1cccc(NC(=O)C2CCN(S(=O)(=O)c3cnc[nH]3)CC2)c1	5.4%
CC1(C)NC(=O)N(CC(O)COc2ccccc2C(=O)N2CCCCC2)C1=O (centres undefined)	6.1%
CCOC(=O)N1CCC(NC(=O)CC(NS(=O)(=O)c2ccc(C)cc2)c2ccco2)CC1 (centres undefined)	-4.6%
O=C(CSc1nnc2c3cc(F)ccc3nc(-c3ccccc3)n12)N1CCOCC1	9.3%
CCn1c(=O)cc(SCC(=O)Nc2ccccc2N2CCN(C)CC2)c2ccccc21	12.9%
O=C(Nc1ccccc1C(=O)N1CCOCC1)C1COc2ccccc2O1 (centres undefined)	-2.7%
O=C(Nc1ccccc1Cl)c1ccc(S(=O)(=O)N2CCOCC2)cc1	13.0%
COc1cccc(Oc2ccc(N)cn2)c1	-1.2%
CC(C)CC(=O)NC1(C(F)(F)F)C(=O)Nc2c1c(=O)[nH]c(=O)n2Cc1ccco1 (centres undefined)	-0.2%
CC[C@H](CO)NC(=O)[C@@H]1C=C2c3cccc4[nH]cc(c34)C[C@@H]2N(C)C1	-2.7%
CNC(=O)N(C1=NCC(C)(C)S1)c1ccc(F)c(Cl)c1	7.8%
COC(=O)Cc1csc(Nc2c(C)n(C)n(-c3ccccc3)c2=O)n1	-3.2%
FC(F)(F)c1cccnc1N1CCN(c2ncnc3nc[nH]c23)CC1	11.1%
O=C(c1cccc(C(=O)N2CCN(c3ncccn3)CC2)c1)N1CCN(c2ncccn2)CC1	-2.4%
COCCn1c(=O)c(-c2ccc(Cl)cc2)nc2cnc(N3CCOCC3)nc21	1.6%
O=C(Nc1ccc(N2CCOCC2)c(Cl)c1)C1CCCCC1	10.4%
CCCCN(C)CCCNC(=O)c1ccc2c(c1)NC(=O)C(N1CCOCC1)S2 (centres undefined)	-1.0%
Cc1cc(NC(=O)c2cc3n(n2)C(C(F)(F)F)CC(c2ccc(Cl)c(Cl)c2)N3)no1 (centres undefined)	-1.5%
COc1ccc(/C(O)=C2\C(=O)C(=O)N(CC3CCCO3)C2c2cc(OC)ccc2OC)cc1 (centres undefined)	-2.5%
Cn1c(=O)c2c(nc(SCC(=O)N3CCc4ccccc43)n2Cc2ccccc2)n(C)c1=O	-3.3%
COCC(=O)Nc1cc(C)c2c(=O)oc3ccccc3c2n1	9.1%

Taken from above:
CC(C)CC(=O)NC1(C(F)(F)F)C(=O)Nc2c1c(=O)[nH]c(=O)n2Cc1ccco1 (centres undefined) – AmpC det inh = -0.2%
O=C1c2ccccc2C(=O)N1CCC(=O)N1CCCc2ccccc21 – AmpC det inh = -1.1%

Following part
SMILES	AmpC det inh
CC(C)(C)N1C(=O)c2ccc(C(=O)Nc3nccs3)cc2C1=O	8.4%
CCn1c(C)cc2c(c1=O)C(c1ccncc1)C(C#N)=C(N)O2 (centres undefined)	-5.6%
COc1ccc(C(=O)N2CCC[C@@]3(CCN(c4ccncc4)C3)C2)cc1	-2.7%
Cc1cc(S(=O)(=O)N2CCN(c3ccc(F)cc3)CC2)c(C)s1	4.3%
O=C1NC(Nc2ccccn2)(C(F)(F)F)C(=O)N1c1ccc(F)cc1 (centres undefined)	-3.2%
COCCNc1nc(C(C)(C)C)nc2c1nnn2Cc1ccccc1Cl	-3.1%
COC(=O)c1ccc(NC(=O)C2CCCN2S(=O)(=O)c2ccc(C)cc2)cc1 (centres undefined)	12.4%
Cc1cc(C(=O)OCC(=O)c2ccc(Br)s2)no1	-2.4%
CCOc1ccc(C(=O)NCc2ccncc2)cc1OCC	7.2%
CS(=O)(=O)N(CC(=O)NCCC1=CCCCC1)C1CCCCC1	-7.9%
O=C(O)C1C(c2ccccc2)C(C(=O)OCc2ccco2)C1c1ccccc1 (centres undefined)	-3.9%
CC1(C(=O)NC2CCCC2)CCC(=O)N1Cc1ccccc1 (centres undefined)	-4.3%
O=C(O)CCn1cnc2ccccc2c1=O	-0.1%
Cc1ccc(-c2csc3nnc(SCC(=O)N4CCN(Cc5ccccc5)CC4)n23)cc1	-3.8%
O=C(Nc1ccc(N2CCN(Cc3ccccc3)CC2)cc1)c1ncn[nH]1	-0.4%
CC1CC(C)CN(C(=O)Cn2c(=O)n(CCCCC(=O)NC3CCCC3)c(=O)c3ccccc32)C1 (centres undefined)	-3.6%
CC(=O)N1CCc2cc(S(=O)(=O)NCCC(=O)NC3CCCc4ccccc43)ccc21 (centres undefined)	0.3%
COc1ccc(NC(=O)C23CCC(C)(C(=O)C2)C3(C)C)cc1 (centres undefined)	7.3%
O=C(CSc1nc2ccccc2c(=O)n1CCCC(=O)N1CCCC1)NCc1ccco1	-2.3%
COc1ccc(NS(=O)(=O)Cc2ccccc2Cl)cn1	-1.1%
COCc1cc(C)nc(NC2CCCCC2)c1C#N	-2.0%
C=CCn1c(=O)/c(=C/c2ccc(C)o2)s/c1=C(/C#N)C(=O)c1ccccc1	-0.2%
C=CCNC(=O)C1CC(=O)N(c2ccc(OCC(=O)Nc3ccccc3)cc2)C1 (centres undefined)	-4.5%
COc1ccc(-n2c(Cc3cc(=O)[nH]c(=O)[nH]3)nnc2SCC(=O)Nc2ccccc2)cc1	11.4%
Cc1cc2n(n1)C(c1ccc3c(c1)OCO3)Nc1c(C)cccc1-2 (centres undefined)	-6.5%
Cc1cc(C)c2cc(CN(CCN3CCCC3)C(=O)Nc3ccc(F)cc3)c(=O)[nH]c2c1	-0.2%
COc1ccc2c(c1)CCc1c(C(=O)NCc3ccco3)noc1-2	-2.6%

Compound activity as filed in PubChem BioAssay.
